hcGAS inh – blocks human cGAS activity; AID 1259398; inhibition, % at 12.5 µM; 290,000 compounds, 0.081% hits; Q8N884; recombinant h-cGAS, ATP depletion, Kinase-Glo luminescence; in the data active means inhibition above about 40%;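 further: 0% = vehicle reaction and 100% = reaction without DNA for no activity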
Target sequence (Q8N884 whole entry, looked up): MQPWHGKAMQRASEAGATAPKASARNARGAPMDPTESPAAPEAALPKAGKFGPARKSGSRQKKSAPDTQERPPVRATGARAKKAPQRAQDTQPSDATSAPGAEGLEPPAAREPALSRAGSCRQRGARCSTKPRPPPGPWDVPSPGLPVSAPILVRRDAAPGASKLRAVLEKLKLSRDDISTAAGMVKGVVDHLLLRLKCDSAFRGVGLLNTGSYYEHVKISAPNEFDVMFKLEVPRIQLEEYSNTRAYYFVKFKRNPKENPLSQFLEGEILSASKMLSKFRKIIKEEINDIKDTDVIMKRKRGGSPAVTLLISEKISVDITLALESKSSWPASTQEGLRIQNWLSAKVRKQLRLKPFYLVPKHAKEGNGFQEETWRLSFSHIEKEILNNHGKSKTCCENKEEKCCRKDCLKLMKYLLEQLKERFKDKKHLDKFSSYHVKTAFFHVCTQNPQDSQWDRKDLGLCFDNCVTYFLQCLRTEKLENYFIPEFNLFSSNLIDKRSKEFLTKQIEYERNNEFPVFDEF
* = called active by the depositor.

Start of the data: the first 21 compounds (preview)
SMILES | hcGAS inh
Cc1csc(NC(=O)/C=C/c2cnn(Cc3ccccc3)c2)n1 | -14
CC1CCN(Cc2nnnn2CCCC(=O)NC(C)c2nccs2)CC1 (stereo unspecified) | -3
CCN(Cc1ccccc1)C(=O)CCN1CCCC1c1ccccn1 (stereo unspecified) | -6
CC(=O)Nc1ccccc1NC(=O)CN(C)Cc1nc2ccccc2n1C | -5
O=C(OC1CCCCC1O)c1ccc(Br)o1 (stereo unspecified) | -5
COC(=O)c1cc(OC)ccc1-c1ccc(NC(C)=O)cc1 | -6
CCn1ncc(CNC(=O)CCCSc2nc(-c3ccco3)cc(C(F)(F)F)n2)c1C | -3
COc1cccc2c1C(=O)c1c(O)c3c(c(O)c1C2=O)C[C@@](O)(C(=O)CO)C[C@@H]3OC1C[C@H](N)[C@H](O)[C@H](C)O1 (stereo partly specified) | 57*
CC1C/C=C/C=C/C=C/C=CC(O[C@@H]2O[C@H](C)[C@@H](O)[C@H](N)[C@@H]2O)CC2OC(O)(CC(O)CC3OC3/C=C/C(=O)O1)CC(O)C2C(=O)O (stereo partly specified) | -4
CC(C(=O)NCc1ccoc1)N(c1ccccc1)S(C)(=O)=O (stereo unspecified) | -5
CC(O)(CNC(=O)C1=Cc2ccccc2OC1)c1cccs1 (stereo unspecified) | -6
Cc1nc(CC(=O)NCC2(c3ccc(F)cc3)CCOC2)cs1 (stereo unspecified) | -7
CC(Oc1ccc(Cl)cc1)C(=O)OCc1cccs1 (stereo unspecified) | -12
CCc1csc(CNC(=O)c2csc(C)n2)n1 | -6
CC(C)c1ocnc1C(=O)Nc1cccc(Cl)c1F | 0
Cc1ccc2c(C)c(C(=O)N3CCC(N4CCC(C(=O)NC5CC5)CC4)CC3)oc2c1 | 0
CCOC1CCN(C(=O)NCc2ccc3ccccc3c2)CC1 | -8
CC1Cc2cc(CNC(=O)c3ccc(-n4cnnc4)cc3)ccc2O1 (stereo unspecified) | -5
O=C1NCCN1c1ccc(CN2CCCC(OCc3ccccn3)C2)cc1 (stereo unspecified) | -6
COCC(NC(=O)c1c(O)cccc1O)c1ccnn1C (stereo unspecified) | -5
CC(=O)Nc1cccc(C(=O)Nc2ccc(Br)cc2)c1 | -8

The whole of this part, from the first entry:
SMILES | hcGAS inh
Cc1csc(NC(=O)/C=C/c2cnn(Cc3ccccc3)c2)n1 | -14
CC1CCN(Cc2nnnn2CCCC(=O)NC(C)c2nccs2)CC1 (stereo unspecified) | -3
CCN(Cc1ccccc1)C(=O)CCN1CCCC1c1ccccn1 (stereo unspecified) | -6
CC(=O)Nc1ccccc1NC(=O)CN(C)Cc1nc2ccccc2n1C | -5
O=C(OC1CCCCC1O)c1ccc(Br)o1 (stereo unspecified) | -5
COC(=O)c1cc(OC)ccc1-c1ccc(NC(C)=O)cc1 | -6
CCn1ncc(CNC(=O)CCCSc2nc(-c3ccco3)cc(C(F)(F)F)n2)c1C | -3
COc1cccc2c1C(=O)c1c(O)c3c(c(O)c1C2=O)C[C@@](O)(C(=O)CO)C[C@@H]3OC1C[C@H](N)[C@H](O)[C@H](C)O1 (stereo partly specified) | 57*
CC1C/C=C/C=C/C=C/C=CC(O[C@@H]2O[C@H](C)[C@@H](O)[C@H](N)[C@@H]2O)CC2OC(O)(CC(O)CC3OC3/C=C/C(=O)O1)CC(O)C2C(=O)O (stereo partly specified) | -4
CC(C(=O)NCc1ccoc1)N(c1ccccc1)S(C)(=O)=O (stereo unspecified) | -5
CC(O)(CNC(=O)C1=Cc2ccccc2OC1)c1cccs1 (stereo unspecified) | -6
Cc1nc(CC(=O)NCC2(c3ccc(F)cc3)CCOC2)cs1 (stereo unspecified) | -7
CC(Oc1ccc(Cl)cc1)C(=O)OCc1cccs1 (stereo unspecified) | -12
CCc1csc(CNC(=O)c2csc(C)n2)n1 | -6
CC(C)c1ocnc1C(=O)Nc1cccc(Cl)c1F | 0
Cc1ccc2c(C)c(C(=O)N3CCC(N4CCC(C(=O)NC5CC5)CC4)CC3)oc2c1 | 0
CCOC1CCN(C(=O)NCc2ccc3ccccc3c2)CC1 | -8
CC1Cc2cc(CNC(=O)c3ccc(-n4cnnc4)cc3)ccc2O1 (stereo unspecified) | -5
O=C1NCCN1c1ccc(CN2CCCC(OCc3ccccn3)C2)cc1 (stereo unspecified) | -6
COCC(NC(=O)c1c(O)cccc1O)c1ccnn1C (stereo unspecified) | -5
CC(=O)Nc1cccc(C(=O)Nc2ccc(Br)cc2)c1 | -8
COCCn1c(=O)[nH]c(=O)c2c1nc(-c1ccc(C)o1)n2Cc1ccccc1 | -11
C=CCn1cc(CN2CCN(S(=O)(=O)CC)CC2)c(C)n1 | -5
CC(C)OCCCNC(=O)CC1C(=O)NCCN1Cc1cccs1 (stereo unspecified) | -2
CCc1ccc(/C=C/C2=Nc3ccccc3SC(C)(C)C2)cc1 | -7
Cc1cccn2c(CC(=O)NCc3nccn3Cc3ccccc3)cnc12 | -5
CC(=O)Oc1cn(C(C)C)c2nc(C)n3c(=O)c4ccccc4nc3c12 | -7
C=CCn1cc(CN(C)CCN2CCCCC2C)c(C)n1 (stereo unspecified) | -5
Cc1ccccc1OCc1nc(=S)[nH][nH]1 | -2
Cc1cccn2c(CC(=O)N3CCC(Oc4ncccn4)CC3)cnc12 | -4
CN(C)C(=O)c1cncc(-c2cc(NCc3ccncc3)nc3[nH]ccc23)n1 | -6
COc1cccc(CNCc2c(C(=O)N3CCCCCC3)nc3cc(C)ccn23)c1 | -1
CCCN(Cc1nc2ccsc2c(=O)[nH]1)S(=O)(=O)c1ccc2c(c1)CCC2 | -8
COc1cccc(-c2ccc(NC(=O)C3CCCN(C(=O)CN4CCCC4=O)C3)cc2)c1 (stereo unspecified) | -6
CC(c1ccccn1)N(C)Cc1cc2ccccc2n1C (stereo unspecified) | 3
O=c1[nH]c2ccccc2cc1-c1cc(NCc2ccccn2)nc2[nH]ccc12 | -7
CCn1cc(CN(C)C(=O)c2cccc(NCc3ccccn3)c2C)cn1 | -2
COc1ccc(CN2CCN(C(=O)c3ncc[nH]3)CC2=O)cc1 | -6
CNC(=O)c1ccc(-c2cccc(C(C)N3CCCC3)c2)o1 (stereo unspecified) | -5
CCN1CCC(=NNC(=O)c2ccco2)CC1 | 3
CCN(CC(=O)NCc1cccs1)S(=O)(=O)c1ccc2c(c1)CC(=O)N2 | -16
Cc1ccccc1C1CC1C(=O)Nc1ccc(C(N)=O)cc1F (stereo unspecified) | -2
Cc1ccsc1[C@@H]1CCN(C(=O)CC2=CSC3=NCCCN23)C[C@H]1O | -10
C=CCn1c(SCc2ccc(F)cc2)nc2onc(C)c2c1=N | -4
Cc1nn2cnnc2c2nn(-c3cccc(Cl)c3)c(C)c12 | -6
O=C(O)/C=C/c1ccc(S(=O)(=O)NC23CCC(CC2)C3)cc1 | -14
O=C(Nc1cccnc1)c1cccc(S(=O)(=O)NC2CCS(=O)(=O)C2)c1 (stereo unspecified) | -8
COC(=O)c1cc2n(n1)CCCN(C(=O)C1COc3c(cccc3OC)C1)C2 (stereo unspecified) | -4
O=C(NCC1(c2ccccc2Cl)CCOCC1)N1CCCC1 | -8
c1cn(CCCNCC2CCCCC2)cn1 | 8

A draw from above in order of number of heavy atoms, falling.
SMILES | hcGAS inh
COc1cccc(CNCc2c(C(=O)N3CCCCCC3)nc3cc(C)ccn23)c1 | -1
Cc1cccn2c(CC(=O)N3CCC(Oc4ncccn4)CC3)cnc12 | -4
CNC(=O)c1ccc(-c2cccc(C(C)N3CCCC3)c2)o1 (stereo unspecified) | -5

Going on with the list:
Structure	hcGAS inh
CNC(=O)[C@@H]1C[C@@H](N)CN1Cc1cc(OC)cc(OC)c1	-5
COc1ccccc1-n1cc(CNC(=O)c2ccc(=O)n(C)c2)cn1	-5
Oc1ccc2oc(SCCOCCOCCOCCSc3cc4cc(O)ccc4o3)cc2c1	2
CC(C)N=c1ccccn1C(=O)CN1CCSC1=O	-11
Cc1noc(C)c1CN1CCC(c2n[nH]c(=O)n2-c2ccccc2)CC1	-10
C=C(C)COc1cccc(C(=O)NCCc2n[nH]c3c2CCCC3)c1	-7
O=C(Nc1cccc(-c2cc3ccccc3[nH]2)c1)C1CCCN(C2CCSCC2)C1 (stereo unspecified)	-5
O=C(CCNS(=O)(=O)/C=C/c1ccccc1)Nc1ccc(F)c(F)c1	-1
CCc1ocnc1C(=O)Nc1ccccc1SCc1ccccc1F	-5
CC(Sc1nnc2c3ccccc3ncn12)C(=O)O (stereo unspecified)	-15
Cc1nc(C)n(CCCNC(=O)c2cnc3ccnn3c2C)n1	-2
COc1cccc(NC(=O)CCC2CCN(C(=O)C3=C(C)OCCO3)CC2)c1	-5
Cc1cc(C)nc(SC2=CC(=O)CC(C)(C)C2)n1	3
Nc1nc(F)nc2c1ncn2[C@@H]1O[C@H](COP(=O)(O)O)[C@@H](O)[C@@H]1O	1
CC(C)C(=O)Nc1ccccc1CN(C)C(=O)c1cccs1	-2
C=CCc1ccccc1OCCN(C)C(=O)C(C)C	-6
Clc1ccc(-c2cnccn2)cc1Cl	-6
CC1=C(C)CC(C(=O)Nc2cc(C(=O)OC(C)C)cc(C(=O)OC(C)C)c2)C(C(=O)O)C1 (stereo unspecified)	5
O=C1c2ccccc2NC(c2cccc(F)c2)N1CC1CCCO1 (stereo unspecified)	-6
Cc1ccc(C)c(OCC(=O)Nc2cc(C)on2)c1	-6
CC(c1ccncn1)N(C)c1nc2nonc2nc1N(C)Cc1ccccc1 (stereo unspecified)	3
COc1ncc(-c2c(-c3ccccc3)ncn2CCCN2CCCC2)cn1	-3
Cc1cc(-c2ccccc2)nc2[nH]n(-c3ccccc3)c(=O)c12	-9
CNC(=O)[C@@H]1C[C@@H](N)CN1C(=O)[C@@H](OC)c1ccccc1	-5
CC12CCC(c3nc4ccccc4n3C1=O)C2(C)C (stereo unspecified)	-9
COc1cc(CNCCN2CCOCC2)ccc1OCc1nc(C)no1	-1
CCc1nc(CNC(=O)c2ccc(OCC(=O)N3CCCCC3)cc2)no1	-4
CCc1ccc(-c2c(-c3ccccc3)ncn2CCCO)o1	-7
O=C(c1ccc2[nH]ccc2c1)N1CCC(Cn2cc(-c3cccnc3)nn2)CC1	-5
O=S(=O)(CCn1cnc2ccccc21)NCc1cccnc1	-9
O=C(Nc1ccccc1OCCOc1ccccc1)C1CCCNC1 (stereo unspecified)	-8
Clc1cccnc1-c1ccc(-c2ccn[nH]2)cc1	-5
CCN(CCc1nc2ccc(C)cc2[nH]1)C(=O)Cc1csc(C)n1	1
C=C(c1ccccc1)c1cc2c3c(c1)CCCN3CCC2	-3
CC(C(=O)O)N(C)C(=O)OCC1c2ccccc2-c2ccccc21 (stereo unspecified)	0
Cc1cccc(N=C2NN=C(c3ccc4c(c3)CC(C)N4S(C)(=O)=O)CS2)c1C (stereo unspecified)	-6
Cc1c(NCc2ccccn2)cccc1C(=O)N[C@@H]1C[C@H]2CC[C@@H]1C2	-4
Cc1ccc2oc(N3CCN4CCNC(=O)C4C3)nc2c1 (stereo unspecified)	-8
CSCC(=O)NC(C)c1cnn(-c2ccccn2)c1C (stereo unspecified)	-4
CCc1nnc(NC(=O)[C@@H](NS(=O)(=O)c2cccc(Cl)c2)C(C)C)s1	1
O=C([C@@H]1CCCN1)N1CCc2onc(-c3ccc(Cl)cc3)c2C1	-2
COc1ccc(-c2ccc(-c3nc(C(C)C)no3)cn2)c2cccnc12	-7
Nc1n[nH]c2cc(-c3ccc(Cl)cc3Cl)[nH]c(=O)c12	-2

Screens as filed in PubChem BioAssay.

The list is partial; count on the stated rates, not on these rows.
